Tb PFK inh: qHTS Assay to Find Inhibitors of T. brucei phosphofructokinase | AID 485367, 2010 | hit rate 0.17% among 330,000 | Potency, µM (doses to about 57.5 µM), without a hit: at the highest dose activity, negative = inhibition, most hits filed as inhibitors | T. brucei PFK, ADP-Glo luminescence | ATP-dependent 6-phosphofructokinase (Trypanosoma brucei brucei), O15648;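 also: potency is read from the fitted curve at half-maximal effect; 0% = uninhibited 1x PFK enzyme wells and -100% = no-enzyme wells; nearly all actives have a fitted effect of over 60% in size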
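PFK 1.25 nM, F6P 0.5 mM, ATP 0.1 mM, 0.1 M TEA pH 8.0, 5 mM MgCl2, 0.01% Tween20, 0.1% BSA; 45 min RT. ADP-Glo readout. qHTS titration up to 57 uM; curves fitted, compounds curve-classed.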
KCNH2 3.1 inh: qHTS for Inhibitors of KCHN2 3.1: Mutant qHTS | Potassium voltage-gated channel subfamily H member 2, brain isoform KCNH2 3.1 (human) | U2OS KCNH2 3.1, thallium flux FluxOr; hits give low values | activity change, % (tested at about 1.8 µM) | hit rate 0.95% among 340,000 | AID 720553, 2013;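 active = maximum activity change below -70%; inconclusive = maximum activity change from -70% to -50%; inactive = maximum activity change above -50%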;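 also: thallium influx rate constant from kinetic fluorescence after stimulation buffer; % is scaled to controls: 0 for no effect and ±100 for the full control effect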
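Measured as rate of thallium-driven FluxOr signal in transduced U2OS cells carrying the 3.1 channel, read kinetically for 2 min upon stimulation; values are rate constants scaled to DMSO control wells.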
RORgamma inh: qHTS for inhibitors of ROR gamma transcriptional activity; Potency, µM (titrated, usually from 53.6 µM), inactives show top-dose activity change, negative = inhibition, hits mostly inhibitors; Nuclear receptor ROR-gamma (Mus musculus), P51450; AID 2551, 2010; Drosophila S2 Gal4-RORgamma UAS-luciferase reporter, 20 h; hit rate 5.4% among 310,000; also: potency is read from the fitted curve at half-maximal effect; % is scaled to controls: 0 for no effect and ±100 for the full control effect; nearly all actives have a fitted effect of over 60% in size
Target sequence (P51450 whole entry, looked up, the tested form may be a part): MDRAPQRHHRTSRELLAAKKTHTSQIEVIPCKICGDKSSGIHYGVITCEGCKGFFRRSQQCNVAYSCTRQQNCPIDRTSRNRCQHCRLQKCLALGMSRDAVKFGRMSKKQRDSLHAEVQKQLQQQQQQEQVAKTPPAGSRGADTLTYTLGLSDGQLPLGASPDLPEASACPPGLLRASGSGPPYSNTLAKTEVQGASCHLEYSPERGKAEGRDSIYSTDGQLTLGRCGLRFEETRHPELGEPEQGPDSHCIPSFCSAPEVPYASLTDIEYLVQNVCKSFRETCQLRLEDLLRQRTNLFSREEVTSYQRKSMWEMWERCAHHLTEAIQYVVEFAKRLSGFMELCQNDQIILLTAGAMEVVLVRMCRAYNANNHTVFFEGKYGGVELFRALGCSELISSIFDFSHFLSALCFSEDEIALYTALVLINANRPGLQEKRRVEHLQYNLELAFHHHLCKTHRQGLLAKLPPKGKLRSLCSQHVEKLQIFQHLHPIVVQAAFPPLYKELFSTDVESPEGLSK
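Stably transfected Drosophila Schneider cells are the test system, with ROR gamma fused to Gal4 and luciferase under UAS control; luminescence is read after 20 hr of 700 uM copper sulfate induction at ambient temperature.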
NPC1 promoter act: qHTS Assay for NPC1 Promoter Activators; Huh7 NPC1 promoter luciferase reporter, 24 h; AID 485313, 2010; hit rate 2.4% among 320,000; Potency, µM (highest dose often 9.22 µM), without a hit: top-dose activation, usual class: activators;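 also: potency is read from the fitted curve at half-maximal effect; % of control where 0% means no effect; nearly all actives have a fitted effect of over 60% in size; reporter is driven by a mutant NPC1 promoter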
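Luminescence read-out of NPC1 promoter-driven luciferase in stably transfected Huh7 cells; compounds delivered in DMSO and left 24 h at 37C, 5% CO2, qHTS titration format.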
Rab9 promoter act: qHTS Assay for Rab9 Promoter Activators | Huh7 Rab9 promoter-luciferase reporter, luminescence, 24 h | AID 485297, 2010 | hit rate 2.8% among 320,000 | Potency, µM (top dose mostly 9.22 µM), without a hit: at the highest dose activation, negative = inhibition, most hits filed as activators; also: potency is read from the fitted curve at half-maximal effect; % of control where 0% means no effect; nearly all actives have a fitted effect of over 60% in size
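Stable Rab9-luc Huh7, 1500 cells/well, 2 h settle; cmpd in DMSO, 24 h, 37 °C/5% CO2; luciferase reagent 10 min RT; luminescence.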
Coupling enz: qHTS Assay for Inhibitors of Fructose-1,6-bisphosphate Aldolase from Giardia Lamblia: Coupling assay counterscreen. coupling enzyme system counterscreen, AmpLite Red fluorescence. activity change, negative = inhibition, % at 58.2 µM, hits read low. hit rate 0.67% among 290,000. AID 2472, 2010; in the data active = activity change below about -30%; also: % is scaled to controls: 0 for no effect and ±100 for the full control effect
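Coupling enzymes only (glyceraldehyde-3-phosphate) + compound, at 57.5 uM final, 10 min RT; add substrate/coupling/AmpLite Red mix, 20 min RT; fluorescence ex 525/em 598 nm. Actives flag coupling-system interference.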
uPA generation: qHTS for Inhibitors of Cell Surface uPA Generation; cell surface uPA generation assay, qHTS; Potency, µM (top dose mostly 38.3 µM), for the others: at the top dose activity change, negative = inhibition, usual class: inhibitors; hit rate 0.31% among 330,000; AID 540303, 2011; active = well fitted inhibition curve with a large enough effect; inconclusive = small, poorly fitted or top-dose-only effect; inactive = no such curve, though single readings can be large or run the other way; tested in mouse RAW 264.7 cells; also: potency is read from the fitted curve at half-maximal effect; % is scaled to controls: 0 for no effect and ±100 for the full control effect; nearly all actives have a fitted effect of over 55% in size
ELG1 genotox: qHTS screen for small molecules that induce genotoxicity in human embryonic kidney (HEK293T) cells expressing luciferase-tagged ELG1 | HEK293T ELG1-luciferase reporter, luminescence, 16 h | Potency, µM (top dose mostly 46 µM), inactives show at the top dose activity change, positive = activation, actives largely listed as activators | hit rate 1.3% among 330,000; also: potency is read from the fitted curve at half-maximal effect; % of control where 0% means no effect; nearly all actives have a fitted effect of over 60% in size
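Quantitative HTS format in 1536-well plates. HEK293T ELG1-luciferase reporter cells receive test compound and are incubated 16 hr at 37 °C, 5% CO2; ONE-Glo added, 30 min room temperature, then luminescence read.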
VP16 counter: VP16 counterscreen qHTS for inhibitors of ROR gamma transcriptional activity. Potency, µM (highest dose often 53.6 µM), without a hit: at the highest dose activity, negative = inhibition, most hits filed as inhibitors. hit rate 3.5% among 310,000. AID 2546, 2010. Drosophila S2 Gal4-VP16 UAS-luciferase, luminescence, 20 h;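 also: Gal4-VP16 expression switched on by copper sulfate through the metallothionein promoter; potency is read from the fitted curve at half-maximal effect; % is scaled to controls: 0 for no effect and ±100 for the full control effect; nearly all actives have a fitted effect of over 50% in size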
Giardia kill: Small Molecules that selectively kill Giardia lamblia: qHTS; hit rate 0.15% among 340,000; activity change, % at 7.66 µM, hits read low; AID 540267, 2011; Giardia lamblia trophozoite viability; in the data active = activity change below about -80%; inconclusive = between about -30% and that limit;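 also: parasites exposed to compound for two days anaerobically before the ATP read; % is scaled to controls: 0 for no effect and ±100 for the full control effect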
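Luminescence from cellular ATP indicates surviving trophozoites (100 cells/well) following 48 hrs anaerobic compound treatment at 37 deg C; signal develops 15-30 min at room temperature.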
FLuc counter: qHTS profiling assay for firefly luciferase inhibitor/activator using purifed enzyme and Km concentrations of substrates (counterscreen for miR-21 project); Potency, µM (top dose mostly 57.5 µM), for inactives: top-dose activity change, negative = inhibition, hits mostly inhibitors; hit rate 6.9% among 360,000; Luciferin 4-monooxygenase (Photinus pyralis), P08659; purified FLuc, Km substrates, luminescence inhibition;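 also: potency is read from the fitted curve at half-maximal effect; plate controls were vehicle for no effect and reference inhibitor for full effect; nearly all actives have a fitted effect of over 55% in size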
Target sequence (P08659 whole entry, looked up): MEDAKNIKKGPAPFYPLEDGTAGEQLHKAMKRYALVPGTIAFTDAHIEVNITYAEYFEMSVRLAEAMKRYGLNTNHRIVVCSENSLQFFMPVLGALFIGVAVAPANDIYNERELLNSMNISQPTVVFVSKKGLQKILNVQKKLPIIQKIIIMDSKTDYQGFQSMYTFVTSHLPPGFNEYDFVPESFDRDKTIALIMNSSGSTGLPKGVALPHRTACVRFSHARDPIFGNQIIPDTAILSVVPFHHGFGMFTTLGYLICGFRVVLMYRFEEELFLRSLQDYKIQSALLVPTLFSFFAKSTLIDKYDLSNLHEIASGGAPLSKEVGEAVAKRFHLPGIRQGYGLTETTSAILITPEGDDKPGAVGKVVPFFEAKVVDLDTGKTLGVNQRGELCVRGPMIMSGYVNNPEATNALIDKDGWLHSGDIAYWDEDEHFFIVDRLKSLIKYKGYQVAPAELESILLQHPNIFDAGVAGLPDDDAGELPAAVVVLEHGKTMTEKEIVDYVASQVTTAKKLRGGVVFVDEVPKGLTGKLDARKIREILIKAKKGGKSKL
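Purified P. pyralis luciferase (10nM final) with 10uM D-luciferin and 10uM ATP (Km levels) in 50mM Tris acetate pH 7.5, 10mM Mg acetate, 0.01% Tween-20, 0.05% BSA; qHTS 6-point titration, ~60 µM downward; luminescence read.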
An asterisk follows results filed as active; ? = inconclusive; . = not tested or not shown; & = joins results of further samples; [ ] = remark or other dose. Unless noted, calls follow the shape of the dose curve; as a rule, active = well fitted curve in the direction sought with a large enough effect; inconclusive = small, poorly fitted or top-dose-only effect, or another doubt; inactive = no such curve, though single readings can be large; an effect the other way counts as inactive or inconclusive.

canonical_smiles	Tb PFK inh	KCNH2 3.1 inh	RORgamma inh	NPC1 promoter act	Rab9 promoter act	Coupling enz	uPA generation	ELG1 genotox	VP16 counter	Giardia kill	FLuc counter
Cc1cc(C)cc(N(CC(=O)NCc2ccco2)C(=O)CCC(=O)Nc2ccccn2)c1	5%	-14	35%	-6%	4%	4	5%	3%	-11%	-9	3%
Cc1ccc(C(=O)COC(=O)c2nc(Cl)ccc2Cl)cc1	0%	2	.	.	.	.	1%	9%	.	16	.
O=C1/C(=C\c2cccs2)Sc2ccc3ccccc3c21	-1%	2	?	-3%	20%	-2	-4%	3.7µM*	?	11	0.6µM*
COc1ccc(N(CC(=O)NC(C)C)S(=O)(=O)c2ccc(NC(C)=O)cc2)cc1	-11%	-22	1%	3%	-4%	-1	6%	0%	8%	-1	1%
COCCSc1ccccc1C(=O)NCc1ccco1	?	2	?	2%	-2%	-1	-1%	0%	?	-15	-1%
CCCc1[nH]n(-c2nc3ccccc3s2)c(=O)c1C=NCCCOC	1%	7	?	13%	5%	3	-4%	7%	-5%	-14	-16%
COc1ccc(N2CCN(C(=O)CN3c4cccc5cccc(c45)S3(=O)=O)CC2)cc1	-1%	-7	.	.	.	.	13%	-10%	.	-25	.
CCOC(=O)N1CCN(Cc2nc(-c3ccccc3)no2)CC1	0%	32	17%	18%	23%	2	1%	?	20%	6	-19%
CSc1nc2ccccc2n1CC(=O)Nc1ccc(C)c(C)c1	5%	3	15%	-3%	-4%	-1	-4%	3%	-1%	-3	-4%
CC(=O)C1C(c2ccc(O)cc2)NC(=O)NC1(O)C(F)(F)F (stereo not given)	-8%	-2	0%	-4%	-5%	4	2%	3%	5%	?	0%
COc1cc(F)cc(-c2ccc3c(c2)c(-c2cccs2)c(-c2cc(OC)cc(OC)c2)n3C)c1	-1%	26	.	0%	-5%	.	1%	3%	.	-27	0%
NC(=O)c1c(NC(=O)c2c(F)cccc2F)sc2c1CCN(Cc1ccccc1)C2	-7%	-16	?	-5%	0%	2	10%	-7%	-6%	-26	-15%
Cc1ccc(S(=O)(=O)N2CCC(C(=O)NNC(=O)c3ccccc3O)CC2)cc1C	-9%	-6	.	-3%	-6%	.	-10%	-7%	.	15	0%
Cc1[nH]n(C2=NCCS2)c(=O)c1N=Nc1ccccc1	-4%	-2	-6%	11%	?	4	2%	-10%	8%	16	-17%
Cc1ccc(S(=O)(=O)N2CCCN(S(=O)(=O)c3ccc(C)c(C)c3)CC2)cc1C	3%	10	-13%	1%	-1%	3	-1%	-14%	10%	19	-1%
COC(=O)c1ccc(OC(=O)c2ccccn2)cc1	-14%	21	-1%	1%	-6%	2	0%	-5%	8%	-5	11µM*
CCN1CCN(C(CNS(=O)(=O)c2ccc(Cl)cc2)c2ccccc2)CC1 (stereo not given)	-6%	?	-15%	2%	-3%	0	-13%	1%	-4%	1	2%
Cc1cc(C)cc(NC(=S)N=Nc2c(O)n(C)c3ccc(S(=O)(=O)N4CCOCC4)cc23)c1	6%	-6	?	-14%	-10%	-19	-6%	-6%	-90%	22	10%
CN(c1ccc(C(=O)NCc2ccccn2)cc1)S(=O)(=O)c1ccc(Cl)cc1	1%	.	-4%	0%	-2%	.	15%	-1%	-23%	-11	7%
Cc1cc(C)n(-c2cccc(CN(C)Cc3nc(-c4cnccn4)no3)c2)n1	0%	22	1%	-4%	-2%	-2	-4%	-4%	-5%	-4	-4%
CCCN1C(=O)/C(=C/c2cc(C)n(C)c2C)SC1=Nc1ccc(OC)cc1	-2%	-6	3%	-2%	1%	-4	-4%	0%	2%	-5	2%
Cc1ccccc1Nc1nc(N)nc(CCl)n1	1%	7	-3%	-37%[inhibitor]	-46%[inhibitor]	2	-9%	-11%	2%	-4	-25%
CNC(=O)CSc1nnc(-c2ccco2)n1-c1ccccc1OC	-3%	10	-8%	?	5%	-1	.	2%	-4%	10	-2%
Oc1cccc(C(=S)N2CCN(Cc3ccccc3)CC2)c1	-1%	-2	-8%	-1%	4%	5	2%	-1%	-4%	5	4%
Cc1ccccc1C1C2=C(Nc3[nH]n(-c4ccccc4)c(=O)c31)c1ccccc1C2=O (stereo not given)	0%	.	?	-4%	2%	2	.	9%	-13%	.	?
CCn1c(SCc2nc3ccccc3c(=O)[nH]2)nnc1-c1cccnc1	7%	11	14%	-7%	-2%	-7	15%	4%	-3%	8	3%
COc1cccc(CNC(=O)Cn2ccc3cc(S(=O)(=O)N4CCCC4)ccc32)c1	4%	1	43%	1%	-2%	-3	-3%	-5%	0%	-11	5%&2%
Cc1cc(C)n(CC(=O)Nc2ccc3c(c2)OCO3)c(=O)c1C#N	-12%	-1	.	0%	11%	.	1%	-1%	.	-13	1%
O=C(OC(C(=O)Nc1cc(Cl)cc(Cl)c1)c1ccccc1)C1=COCCO1 (stereo not given)	2%	-17	-11%	1%	-4%	-1	-4%	-3%	-5%	0	-1%
O=C(COC(=O)C1CC2C=CC1C2)Nc1cccc(S(=O)(=O)N2CCOCC2)c1 (stereo not given)	0%	-104*	?	2%	1%	5	-1%	-7%	-8%	-25	-4%
Cc1cc(C)c(C(=O)C[n+]2cccc(C(N)=O)c2)c(C)c1	1%	6	-11%	3%	3%	1	5%	2%	3%	4	7%
O=C(Nc1ccccc1Cl)C(=O)c1cn(CC(=O)N2CCOCC2)c2ccccc12	2%	-6	-13%	3.5µM*	2.5µM*	.	?	?	-7%	-29	0.38µM*
COc1ccccc1CN(C)CC(=O)Nc1cccc2ccccc12	1%	-11	-8%	2%	1%	-4	5%	-9%	-8%	?	5%
COc1ccc(-n2c(=S)[nH]c3cc(C(=O)NC4CCCCC4)ccc3c2=O)c(OC)c1	8%	-4	40%	-27%	-24%	1	-9%	?	-16%	5	-17%
Cc1ccc2nc(C(O)C(O)c3nc4ccc(C)cc4[nH]3)[nH]c2c1 (stereo not given)	1%	3	7.1µM*	8%	19%	-15	-3%	?	7.9µM*	-8	11µM*
COc1cc(CN2CCN(Cc3ccc(C)cc3)CC2)c([N+](=O)[O-])cc1OC	-9%	.	21%	-5%	-1%	-12	-5%	-10%	-1%	-5	0%
COc1ccc(NS(=O)(=O)c2cccc(NC(=O)c3ccc(S(=O)(=O)N4CCCCCC4)cc3)c2)cc1	-26%	9	-52%	-13%	-38%[inhibitor]	-3	-8%	8%	3.2µM*	2	5%
Cc1csc(N(C)C(=O)CSc2nnc(COc3ccccc3C)o2)n1	1%	1	18%	-2%	-4%	0	5%	-5%	-3%	-8	-1%
COC(=O)COc1ccc(S(=O)(=O)N2CCCCCC2)cc1	-2%	0	-5%	0%	-2%	0	-3%	1%	0%	-17	0%
CCCC1=C(C(=O)OCC)C(c2ccncc2)n2ncnc2N1 (stereo not given)	-2%	-11	7%	0%	-1%	-1	.	1%	4%	29	-2%
O=C(c1ccc(F)cc1F)N1CCC(N2CCC(C(=O)N3CCOCC3)CC2)CC1	0%	4	-19%	-3%	-2%	-2	7%	0%	-15%	18	-1%
CCOC(=O)c1c(NC(=O)CSc2nnc(C)c(=O)[nH]2)sc2c1CCC2	-4%	4	-24%	-3%	-3%	15	5%	-1%	-1%	-6	-7%
CN(C)Cc1c(O)ccc2occ(C(=O)c3ccccc3)c12	.	10	2%	.	.	1	.	.	-6%	-2	-1%
CCOc1ccc(NC(=O)CN(C)C(=O)c2ccc3nc(CC)c(CC)nc3c2)cc1OCC	-7%	-5	.	-1%	3%	.	2%	2%	.	11	2%
COc1cc(NC(=O)c2cc(-n3cnnc3)ccc2Cl)cc(OC)c1	-9%	3	-14%	-1%	1%	0	5%	0%	-2%	12	-1%
Cc1cc(Nc2nc3ccccc3[nH]c2=O)n(-c2ccccc2)n1	2%	9	-5%	0%	1%	4	-2%	21µM*	2%	-9	2%

Screening data: PubChem, National Center for Advancing Translational Sciences (NCATS)
